Screening results from PubChem BioAssay.
WT yeast gro inh: growth inhibition of WT strain, primary screen, mitochondrial fusion inhibitor project, WT and mutant strains, chemical genetic; mitochondrial fusion phenotypic screen; inhibition, % at 10 µM; 190,000 tested, 2.1% active; in the data active means inhibition above about 58%; tested in S. cerevisiae
Lipid droplet: inhibitors of hepatocyte lipid droplet formation, primary screen, imaging, high-throughput imaging, BODIPY stain; AML12 mouse hepatocytes, oleate lipid droplets; inhibition, % at 6.5 µM; 240,000 tested, 0.4% active;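 active means lipid droplet intensity inhibited by at least 50%, with more than 500 cells counted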
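Test system: AML12 mouse liver cells; schedule: overnight exposure; technique: high-content imaging of BODIPY-stained droplets and DAPI nuclei; read-out: % inhibition of corrected integrated BODIPY droplet signal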
Yfh1-off respiration: enhancers of respiration in Yfh1-depleted yeast, dose response, Friedreich's ataxia, plus single-dose screen (AID 1465); fold induction at 50 µM, or EC50 in µM where a hit was titrated; S. cerevisiae Yfh1-off respiration, WST-1 reduction, 72 h; higher fold induction means a stronger effect; 220,000 tested, 0.074% active;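 active means fold induction of absorbance versus untreated yeast above a set limit, then at least 30% activation at any dose in follow-up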;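 further: activators that raise dye reduction in frataxin-depleted yeast; strong numbers were not always called active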
Ins promoter up: insulin promoter activators in MIN6 cells, imaging, high-content screening, mouse beta cells. MIN6 insulin promoter-GFP reporter; stronger effect = higher value. z-score at 5 µM. 190,000 tested, 0.3% active. AID 1625, 2009;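 active means z-score above 3 at 5 µM with at least 500 cells counted in the well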
MT stabilizer: microtubule stabilizers in HeLa cells, primary screen, imaging, high-content imaging; HeLa tubulin immunostaining HCS, 24 h; share of cells brighter than vehicle mean+2SD; % tubulin-high responders, % at 10 µM; 200,000 tested, 0.83% active; AID 2205, 2009;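 active means plate Z-score above 3 for both tubulin-high and condensed-nucleus cell shares, with cell loss under 80%, at 10 µM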;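 further: anti alpha tubulin signal scored within the nucleus-defined area of each cell; some results filed as inactive read as strong as hits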
bCat nuc transl: modulators of beta-catenin nuclear translocation, primary screen, imaging, HeLa cells, immunofluorescence, high-content; nuclear translocation activity, % at 5 µM; 190,000 tested, 0.3% active; AID 1665, 2009;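 active means nuclear translocation activity above 50% at 5 µM, with a well cell count of 50 or more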;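 further: per-cell ratio of nuclear to cytoplasmic median beta-catenin stain intensity; plate controls were DMSO negative control for no effect and GSK-3 inhibitor IX positive control for full effect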
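Test system: human HeLa cell line; Doses: 5 µM primary, 0.02–20 µM confirmation; Incubation: 24 h compound exposure, 37°C; Detection: beta-catenin immunofluorescence imaging with DAPI; Read-out: beta-catenin nuclear/cytoplasmic ratio, % activation.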
Dynein cargo inh: inhibitors of GR-EGFP nuclear translocation, primary screen, dynein cargo transport inhibitor project, imaging, high-content, 3617.4 mouse cells. test concentration mostly 20 µM; stimulated with dexamethasone, 1 µM; stronger effect = lower value. z-score, hits read low. 220,000 tested, 0.47% active. AID 1381, 2008;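 active means plate z-score of nuclear minus cytoplasmic receptor signal below a set negative limit, without overly bright fluorescence or cell loss, cut at about -3.5 in these data, passing the limit was not always enough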;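 further: z-score of nuclear minus cytoplasmic ring GR-EGFP intensity difference per well; some compounds called inactive have numbers as strong as hits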
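Buffer or medium – tet-free medium with charcoal-stripped serum · Signal – automated 10x imaging of fixed Hoechst-stained cells · Also added – dexamethasone agonist, 1.0 µM final, for 30 min · Incubation – induction 48 h, compound 1 h, agonist 30 min · Read-out – GR-EGFP nuclear translocation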
Autophagy HCS: autophagy modulators in MEF cells, primary screen, imaging, high-content, MEF GFP-LC3; MEF GFP-LC3 puncta imaging; test concentration mostly 10 µM; calls only at 10 µM (by protocol); 190,000 tested, 0.98% active;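 active means percentage of spot-positive cells more than 3 SD above its plate mean, without a fluorescence outlier flag or 80% toxicity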;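 further: spot-positive cell cutoff set from DMSO-treated cells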
HEK293 NOD2/NF-kB: NOD2 signaling inhibitors, cell-based, luminescence, uHTS, HEK293 (AID 1566); HEK293 NOD2/NF-kB luciferase reporter, luminescence; higher % means a stronger effect; inhibition, % at 4 µM, or EC50 in µM where a hit was titrated; 290,000 tested, 0.63% active; in the data active means inhibition above about 50%; further: many of its hits are not listed in these tables
WT yeast gro inh mutant strain: further read-out of WT yeast gro inh, marked with its call; inhibition, %; mitochondrial fusion phenotypic screen, mutant strain inhibition
Dynein cargo inh cytoplasmic EGFP: further read-out of Dynein cargo inh, marked with its call; z-score; measured here: cytoplasmic GR-EGFP intensity; stronger effect = higher value
Dynein cargo inh nuclear GR-EGFP: further read-out of Dynein cargo inh, marked with its call; z-score; measured here: nuclear GR-EGFP intensity;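 lower value marks the stronger effect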
Dynein cargo inh cell count: further read-out of Dynein cargo inh, marked with its call; z-score; measured here: cell count per field
Ins promoter up cell count: recorded beside Ins promoter up, whose call it bears; cell count; measured here: cytotoxicity, nuclei count;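 total cells summed across four imaged fields per well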
Lipid droplet cells 6.5 µM: recorded beside Lipid droplet, whose call it bears; cell count; measured here: cell count, cytotoxicity flag;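 cells counted across two imaged fields per well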
bCat nuc transl cell count 5 µM: further read-out of bCat nuc transl, marked with its call; cell count; measured here: cell count, cytotoxicity flag
MT stabilizer Hoechst-high %: further read-out of MT stabilizer, marked with its call; % Hoechst-high responders; measured here: nuclear condensation Hoechst responders;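 share of cells brighter than vehicle mean plus two SD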
MT stabilizer cytotoxicity %: second read-out of MT stabilizer, no call of its own (marks repeat the call); toxicity, %; measured here: cytotoxicity by cell density;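 0% = mean cell density of plate MIN control wells and 100% = no cells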
Autophagy HCS cell loss 18 h: recorded beside Autophagy HCS, whose call it bears; toxicity, %; measured here: cell loss, nuclei count;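 cell loss after 18 h compound exposure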
An asterisk follows results filed as active; i = inactive; x = not tested or not shown. Some of the compounds tested; rates above refer to the full screens.

compound	WT yeast gro inh	WT yeast gro inh mutant strain	Lipid droplet	Lipid droplet cells 6.5 µM	Yfh1-off respiration	Ins promoter up	Ins promoter up cell count	MT stabilizer	MT stabilizer Hoechst-high %	MT stabilizer cytotoxicity %	bCat nuc transl	bCat nuc transl cell count 5 µM	Dynein cargo inh	Dynein cargo inh cytoplasmic EGFP	Dynein cargo inh nuclear GR-EGFP	Dynein cargo inh cell count	Autophagy HCS	Autophagy HCS cell loss 18 h	HEK293 NOD2/NF-kB
O=c1c2c(nc3cc(-c4ccc(Br)cc4)[nH]n13)CCCC2	2	-3	8	743	i	-0.01	1266	1.1	1.7	1.6	-0.7	1572	0.047	-0.24	-0.04	0.27	i	5	-236%
CC(=O)Nc1ccc(S(=O)(=O)NCc2ccccn2)cc1	-8	-16	5	728	i	0.53	1427	3.7	3.9	11	-2.6	513	2.9	0.1	2.2	-2.6	i	-5	10%
COc1ccc(C2c3c(noc3C)CC(C)(O)C2C(C)=O)cc1 (stereo not drawn)	x	x	-26	719	i	0.38	905	x	x	x	1.3	1398	0.087	-0.24	0.71	-0.62	x	x	2%
Cc1cc(-c2n[nH]c(=S)n2/N=C/c2ccc(C)o2)n[nH]1	x	x	-1	755	i	-0.08	1140	x	x	x	0.6	1328	0.79	0.22	0.71	-1	x	x	5%
COc1ccc(NC(=O)Cn2c(=O)n(-c3ccccc3)c(=O)c3oc4ccccc4c32)c(OC)c1	-1	10	3	647	i	0.57	1174	1.5	1.8	5.8	-0.7	477	-0.32	-0.32	-0.62	0.83	i	-1	8%
COc1ccc2[nH]c(O)c(N=O)c2c1	-5	-4	0	583	i	x	x	4.8	4.6	2.1	1.3	743	-0.44	-0.29	-0.64	0.57	i	4	16%
O=C(Cn1ncc2c3ccccc3n(Cc3ccccc3)c2c1=O)N1CCN(c2ncccn2)CC1	16	20	5	756	i	-0.52	928	1.1	1.1	1.9	-1.0	1157	-0.72	-0.46	-0.36	1.2	i	-6	-13%
CCOc1ccc(-n2c(N)c(-c3nc4ccccc4[nH]3)sc2=S)cc1	-21	7	-7	766	i	-2.8	1333	0.5	1.5	17	1.7	1180	-0.021	-0.15	-0.024	0.042	i	2	10%
COc1ccccc1NS(=O)(=O)c1cccc(N2CC(O)=C(c3ccccc3)C2=N)c1	-7	-9	-2	656	i	-0.39	1288	3.7	3.2	7.3	-0.9	945	-1.1	-0.34	-0.71	1.6	i	4	-10%
COc1ccc(C2C([N+](=O)[O-])=C(C)N(C)C(=O)N2C)cc1OC (stereo not drawn)	-1	1	48	650	i	-0.4	1428	2.1	2.7	8.5	0.7	1058	-0.32	-0.21	-0.29	0.67	i	-4	22%
CCN1CCN(c2ccc(N=Cc3ccccc3O)cc2)CC1	-4	-10	8	681	i	0.01	1233	1.5	2.3	1.5	-0.1	1527	-0.45	-0.047	-0.23	-1.7	i	-5	24%
O=C(CSc1nnc(Cc2ccccc2)n1-c1cccc(Cl)c1)NNC(=O)Cc1ccccc1	-11	-2	-2	599	i	0.91	1386	1.8	0.8	9.1	x	x	1.6	-0.19	1.1	-1.9	i	10	5%
Cc1cccc(OCCCC(=O)Nc2ccc(Br)cc2)c1	9	13	-29	682	i	-0.23	1991	2.9	1.7	4.2	-1.3	1073	-0.93	-0.21	-0.55	0.69	i	-39	-1%
CCOC(=O)N1CCc2c(sc3c2c(=O)n(Cc2ccccc2)c(=O)n3Cc2ccccc2F)C1	27	-9	-7	708	x	-0.54	1088	4.2	3.8	9.4	-1.8	615	-0.093	-0.26	0.85	0.016	i	15	2%
Cn1c(=O)cc(OCCCC(=O)NCc2cccnc2)c2ccccc21	-8	-13	5	742	i	0.35	1197	3.1	1.7	3.3	-0.3	903	0.55	-0.25	0.53	-0.91	i	0	14%
O=C(COC(=O)c1c2c(nc3ccccc13)/C(=C/c1ccco1)CC2)NC1CCCC1	20	-2	-1	651	i	0.62	1113	2.1	3.0	8.1	3.6	484	-0.52	2.3	0.59	-0.3	i	-6	1%
COc1cccc(N(CC(=O)Nc2cccc(F)c2)S(C)(=O)=O)c1	3	8	x	x	i	-0.5	1152	3.9	2.4	8.6	-6.3	1057	-0.00099	0.029	0.52	-0.67	i	-22	3%
Cc1ccc2c(c1)cc(C)c1nnc(SCC(=O)NCc3ccco3)n12	2	2	x	x	i	0.33	1203	6.1	4.0	0.5	-1.3	1120	-0.7	0.0087	0.085	0.26	i	5	-1%
O=C(NCc1cccnc1)C1CCCN(S(=O)(=O)c2ccccc2)C1 (stereo not drawn)	22	13	-5	767	i	1.4	1305	3.2	1.5	4.5	-2.2	1061	-0.65	-0.11	0.017	-0.81	i	-9	-4%
Cc1cc(OCCSc2nnc(-c3cccs3)n2C)ccc1Cl	18	12	x	x	i	0.99	1173	2.5	3.4	16	-3.7	983	-0.054	-0.2	0.21	0.57	i	-1	-8%
OCCn1c(-c2ccc(F)cc2)csc1=Nc1ccccc1	5	-15	-14	669	i	-0.63	1213	1.6	1.7	3.7	x	x	-0.52	0.17	0.48	-0.13	i	13	-10%
CCOCCCNC(=O)Cn1cc2c(n1)CCCC2	11	-4	3	662	i	0.36	1458	4.2	1.9	6.5	0.3	1059	-0.11	-0.2	0.28	0.034	i	-9	-6%
N#CCCN1CCN(S(=O)(=O)c2ccc(S(=O)(=O)NC3CC3)cc2)CC1	2	2	-2	644	i	-1.2	2183	3.7	1.5	6.3	-2.5	1139	-0.52	-0.19	0.011	1.8	i	16	3%
COc1ccc(NC(=O)/C=C/c2cccc(F)c2)cn1	-18	-5	0	665	i	0.08	1345	3.9	2.3	6.5	-1.3	1047	-0.32	-0.24	-0.11	1.5	i	-2	-30%
CCn1c(SCC(=O)c2ccc(NS(=O)(=O)c3ccccc3)cc2)nnc1-c1cccs1	-3	-1	-8	753	i	-1.4	1360	3.8	1.5	7.1	x	x	3.4	-0.18	3.3	-2.6	i	-2	9%
CCC(C)[C@H](N)c1cn([C@@H](CCCCN)C(=O)N2CCNCC2)nn1 (stereo partly drawn)	-4	12	15	682	i	0.93	1350	1.8	1.2	6.7	-2.1	1199	-0.64	-0.32	-0.13	0.56	i	-3	-4%
COc1ccccc1OCCSc1nnc(C)n1-c1ccccc1	-5	5	0	809	i	-1.4	926	3.1	1.5	6.6	x	x	0.025	-0.24	0.45	1.2	i	5	8%
COC(=O)c1ccc(N=C2S/C(=C\c3cc(C)n(-c4cccnc4)c3C)C(=O)N2C)cc1	16	-4	x	x	i	0.27	1623	3.1	1.3	6.2	-1.0	1374	0.22	-0.18	0.64	0.54	i	16	-1%
COc1ccccc1N(C(=O)CN1C(=O)c2ccccc2S1(=O)=O)C(C(=O)NCC1CCCO1)c1ccc(F)cc1 (stereo not drawn)	6	-2	-10	634	i	-0.42	1206	2.5	2.5	8.3	-0.9	592	-0.42	-0.24	0.64	-0.59	i	7	0%
Cc1c(Cc2ccccc2)c(NCCN(C)C)n2c(nc3ccccc32)c1C#N	x	x	1	699	i	-1	1063	x	x	x	-1.3	1333	-0.9	-0.06	-0.11	0.48	x	x	14%
O=C(NCc1ccccc1)NC(=O)c1ccccc1	19	-18	x	x	i	0.34	1274	5.3	3.7	8.7	-2.1	970	0.85	-0.22	0.43	-0.15	i	7	-13%
CC1CCCCN1C(=O)Cn1c(=O)n(-c2ccc(F)cc2)c(=O)c2sccc21 (stereo not drawn)	3	11	-34	679	i	0.11	1202	1.3	1.3	3.3	-0.6	1051	-0.14	-0.26	0.06	0.51	i	-14	-13%
CCCc1cc(=O)[nH]c(SCC(=O)Nc2c(C)cccc2C)n1	-2	6	-16	740	i	-0.26	982	2.2	1.0	10	x	x	0.58	-0.14	0.57	-0.62	i	33	7%
O=C(NCc1ccccc1)N1CCC(CO)(Cc2cccc(F)c2)CC1	x	x	-5	697	i	-0.36	1105	x	x	x	1.1	1260	-0.045	-0.21	0.42	-0.15	x	x	9%
Cc1cccc(C)c1C(=O)N[C@@H](Cc1ccccc1)C(=O)O	0	2	-16	723	i	-0.21	1377	2.6	1.5	7.3	-3.4	1194	-0.86	-0.27	-0.18	-0.11	i	1	13%
O=[N+]([O-])c1cnn2cc(Br)cnc12	-5	2	8	667	i	-0.16	1338	2.4	2.9	4.7	1.6	1052	0.19	-0.15	0.22	0.24	i	20	4%
COC(=O)c1ccc(N=NNc2cccc(Br)c2)cc1	21	13	-9	563	i	0.5	1294	2.8	4.0	5.8	1.6	1146	-0.32	-0.31	-0.26	0.58	i	-2	-96%
